TIM10 inh: growth inhibitors of isogenic TIM10 control yeast, primary screen, counter-screen for tim10-1 yeast inhibitor project, luminescence, uHTS | S. cerevisiae TIM10 strain growth, BacTiter-Glo luminescence, 24 h | inhibition, % at 10 µM | 330,000 compounds, 1.4% hits;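 active means inhibition of 40% or more at the single tested concentration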;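 further: wild-type TIM10 isogenic control strain grown at permissive 25 °C; 0% = DMSO yeast wells and 100% = minimal medium wells without yeast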
CHOP UPR activ: activators of apoptotic CHOP UPR arm, primary screen, cell-based, CHO-CHOP luciferase reporter, luminescence, uHTS | UPR activation; percent of tunicamycin response over DMSO baseline | activation, % at 10 µM | 330,000 compounds, 0.34% hits | AID 449763, 2010;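 active means at 10 µM dose, activation of 40% or more, normalized to positive control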;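 further: 100% = tunicamycin at 10 µg/mL and 0% = DMSO alone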
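Assay system: CHO-CHOP cells, stable luciferase reporter of PERK-eIF2a-CHOP signalling / Buffer or medium: F12 plus 10% serum / Compound dosing: one dose, 10 µM in 0.5% DMSO / Times: 6 h compound treatment, 37 °C / Technique: luciferase luminescence / Read-out: % reporter activation, DMSO baseline versus tunicamycin full activation / Benchmarks: tunicamycin and DMSO controls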
CXCR6 block: CXCR6 receptor inhibitors, primary screen, cell-based, beta-arrestin, luminescence, CHO-K1 PathHunter, 1536-well; C-X-C chemokine receptor type 6 (Homo sapiens), O00574; inhibition, % at 20 µM; 360,000 compounds, 0.36% hits; in the data active means inhibition above about 34%, passing the limit was not always enough;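 further: antagonist mode with CXCL16 agonist at 10 nM final; 0% = 10 nM CXCL16 with DMSO and 100% = unstimulated wells without agonist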
Target sequence (O00574 whole entry, looked up): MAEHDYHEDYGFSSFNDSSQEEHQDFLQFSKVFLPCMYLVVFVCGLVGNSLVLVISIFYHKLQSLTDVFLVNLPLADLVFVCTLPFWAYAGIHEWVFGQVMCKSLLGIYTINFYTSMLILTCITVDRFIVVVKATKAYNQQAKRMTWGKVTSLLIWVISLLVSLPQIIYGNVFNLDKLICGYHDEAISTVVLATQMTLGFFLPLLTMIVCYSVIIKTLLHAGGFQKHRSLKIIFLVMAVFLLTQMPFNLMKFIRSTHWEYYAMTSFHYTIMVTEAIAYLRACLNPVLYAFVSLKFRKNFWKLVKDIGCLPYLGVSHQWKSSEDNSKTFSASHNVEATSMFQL
XBP1 UPR activ: activators of adaptive XBP1 UPR arm, primary screen, cell-based, CHO-XBP1 luciferase reporter, luminescence, uHTS; 330,000 compounds, 0.33% hits; activation, % at 20 µM; IRE1-XBP1 UPR activation; percent of tunicamycin response, DMSO as zero;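 active means versus positive control, 20 µM dose yields 30% or more activation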;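 further: 100% = tunicamycin at 10 µg/mL and 0% = DMSO only wells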
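assay system = CHO-XBP1 luciferase reporter cells | amount = 1000 cells/well | buffer or medium = F12 plus 10% FBS | compound dosing = single point, 20 µM final compound, 1% DMSO | incubation = 16-18 h cell attachment at 37 °C, then 6 h compound exposure | detection = Steady-Glo luminescence read | controls = tunicamycin 10 µg/mL and vehicle-only wells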
tim10-1 inh: growth inhibitors of tim10-1 mutant yeast, primary screen, luminescence, uHTS | inhibition, % at 20 µM | 330,000 compounds, 2.2% hits | S. cerevisiae tim10-1 ts strain growth, BacTiter-Glo, 24 h;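 active means inhibition of at least 40%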;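 further: mutant grown at 25 °C; 0% = DMSO wells with yeast and 100% = wells holding no yeast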
APJ antagonist: antagonists of human apelin receptor APJ, primary screen, CHO-K1 cells, beta-arrestin complementation, luminescence | P35414 | inhibition, % at 20 µM | 330,000 compounds, 0.32% hits;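 active means inhibition above about 40% at 20 µM, limit read from the data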;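 further: cells challenged with 10 nM apelin-13 agonist together with compound; plate controls were apelin-13 plus DMSO wells for no effect and DMSO wells lacking apelin-13 for full effect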
Target sequence (P35414 whole entry, looked up): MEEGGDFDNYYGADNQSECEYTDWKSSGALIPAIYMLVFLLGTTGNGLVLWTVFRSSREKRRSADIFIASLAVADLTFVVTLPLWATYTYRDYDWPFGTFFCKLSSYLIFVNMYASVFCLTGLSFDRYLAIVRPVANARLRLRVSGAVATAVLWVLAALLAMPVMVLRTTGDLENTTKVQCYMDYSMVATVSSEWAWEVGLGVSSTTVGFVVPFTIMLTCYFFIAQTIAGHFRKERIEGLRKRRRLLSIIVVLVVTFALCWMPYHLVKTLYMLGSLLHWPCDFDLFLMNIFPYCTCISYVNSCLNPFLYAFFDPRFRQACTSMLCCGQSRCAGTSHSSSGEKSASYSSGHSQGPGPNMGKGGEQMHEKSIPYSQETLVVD
APJ agonist: agonists of human apelin receptor APJ, primary screen, CHO-K1 cells, PathHunter beta-arrestin, luminescence. P35414. 0% DMSO wells, 100% apelin. activation, % at 20 µM. 330,000 compounds, 0.11% hits. AID 2520, 2010;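 active means activation more than six SD over the plate average, tested at 20 µM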;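 further: 0% = DMSO alone and 100% = apelin-13 at 10 nM; some results filed as inactive read as strong as hits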
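Assay system: engineered CHO-K1 APJ arrestin reporter cells; Amount: 1000 CHO-K1 reporter cells seeded per well; Dosing: one dose, 20 µM compound, 1% DMSO; Times: compound stimulation 90 min at 25 °C, detection 60 min; Measured by: luminescent beta-gal fragment complementation, chemiluminescent substrate; Read-out: APJ–arrestin association signal; Controls: DMSO vs Apelin-13 10 nM.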
Mdm2 MdmX PPI: inhibitors of human Mdm2-MdmX association, primary screen, cell-based, luminescence, split luciferase, SaOS-2, uHTS; Protein Mdm4 (Homo sapiens) + E3 ubiquitin-protein ligase Mdm2 (Homo sapiens), …; SaOS-2 split-luciferase Mdm2/MdmX complementation; 330,000 compounds, 3% hits; inhibition, % at 8 µM;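 active means inhibition of at least 50% at 8 µM in the primary screen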
tim23-1 inh: growth inhibitors of tim23-1 mutant yeast, primary screen, luminescence, uHTS. S. cerevisiae tim23-1 growth, BacTiter-Glo luminescence, 24 h. AID 463212, 2010. 330,000 compounds, 1.3% hits. inhibition, % at 20 µM;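 active means growth inhibition of the mutant yeast at or above 50%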;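 further: temperature-sensitive mutant grown at 25 °C; plate controls were DMSO-treated mutant yeast for no effect and medium wells lacking yeast for full effect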
Numbers without * were called inactive. Some of the compounds tested; count on the stated rates, not on these rows.

SMILES	TIM10 inh	CHOP UPR activ	CXCR6 block	XBP1 UPR activ	tim10-1 inh	APJ antagonist	APJ agonist	Mdm2 MdmX PPI	tim23-1 inh
Cc1csc(NC(=O)c2cccc([N+](=O)[O-])c2C(=O)O)n1	0	0.9	2	3	-27	-9	-2	13	0
CC(Oc1ccccc1)C(=O)NC1C(=O)N2C1SC(C)(C)C2C(=O)O (configuration not stated)	-21	-2.2	-16	-1	6	-6	-5	2	14
Cc1cc(C)c(OCCCn2ccnc2)c(C)c1	-1	-0.8	3	-3	15	8	-4	-2	9
CCOc1ccc(CNCc2ccccc2Cl)cc1	-30	3.6	-7	4	-23	22	-3	-23	-51
CCN(CC)CCNC(=O)c1ccc(NC(=O)c2ccc(S(=O)(=O)N3CCCCCC3)cc2)cc1	2	-0.9	11	-2	9	12	0	8	0
O=C(COc1cc(F)ccc1[N+](=O)[O-])Nc1ccc(N2CCCCC2)cc1	4	1.1	-2	-1	11	-18	-3	4	5
Fc1ccc(F)c(NC2=NCCCCC2)c1	-7	-1.6	4	-4	-14	3	-2	25	-9
CSc1ccccc1Nc1ncnc(N)n1	9	1.5	-6	-1	24	-23	9	-16	11
Cc1coc2c(C)c3oc(=O)c(CCC(=O)NCCCn4ccnc4)c(C)c3cc12	-9	1.6	12	0	2	17	-3	-6	4
Cc1ccc(C(=O)OCC(=O)NCCc2ccc(S(N)(=O)=O)cc2)o1	16	0.1	3	-1	9	4	-1	29	13
C[C@H]1CCC[C@]2(CC(=O)c3cc(F)ccc3O2)C1	-7	-1.4	4	0	-13	6	-6	6	3
CCCC(=O)N(Cc1cc(=O)[nH]c2ccccc12)c1ccccc1OC	19	-2.4	25	-2	2	22	-6	-11	4
COc1cc2c(cc1NC(=O)CSc1ccccc1)oc1ccccc12	14	0.1	-2	0	13	3	0	3	10
COc1ccc2oc(C(=O)OCC(=O)N3CCCCC3)c(C)c2c1	-6	4.6	2	3	3	1	-4	5	6
CC1CCN(C(=O)CSc2nnc(CN3CCOCC3)n2-c2ccccc2)CC1	-4	-1.2	0	-2	12	16	-4	7	28
CCOC(=O)Cc1c(C)nc2cc(C)nn2c1C	-5	-1.9	4	-1	4	-7	-2	4	1
Cc1ccc2nc(-c3cccc(NS(C)(=O)=O)c3)cc(-c3ccccc3)c2c1	17	0.9	-2	0	12	6	-1	31	35
O=C(NCc1ccncc1)C1CCN(S(=O)(=O)c2ccc(Cl)c(C(F)(F)F)c2)CC1	0	0.6	5	0	0	-4	3	14	17
Cc1ccc2ccc(C)[n+](CCCS(=O)(=O)[O-])c2c1	6	-0.6	5	-2	5	-45	1	-8	6
CCSc1nnc(NC(=O)[C@@H](NC(=O)c2ccc(C(C)(C)C)cc2)C(C)C)s1	14	-1.3	3	0	14	4	0	28	18
c1cncc(CN=C2Nc3ccccc3CS2)c1	6	2.2	4	2	5	2	-1	7	-6
CCCc1nc(SCC(=O)N2CCCc3ccccc32)c2c(=O)n(C)c(=O)n(C)c2n1	-12	5.5	17	-2	19	3	-2	43	32
N#CCC(=O)NNc1c([N+](=O)[O-])cc(C(F)(F)F)cc1[N+](=O)[O-]	19	-1.0	34	-3	28	-2	-5	-1	15
O=C(COC(=O)c1ccc([N+](=O)[O-])cc1Cl)Nc1cccnc1Cl	3	1.2	-16	-2	0	-105	13	11	0
COC(=O)c1ccc(NS(=O)(=O)c2ccc(-c3cc(C)no3)s2)cc1	12	3.5	2	-5	13	-17	-1	11	24

Later entries
SMILES	TIM10 inh	CHOP UPR activ	CXCR6 block	XBP1 UPR activ	tim10-1 inh	APJ antagonist	APJ agonist	Mdm2 MdmX PPI	tim23-1 inh
C[C@H]1CCC(=O)N([C@H](COc2ccccc2)Cc2ccccc2)CC1	9	0.3	5	2	32	-54	-6	22	45
O=C(CC1SC(=Nc2ccc(O)cc2)NC1=O)Nc1ccccc1 (configuration not stated)	-15	2.3	-4	1	3	11	-2	-32	3
O=C(O)COc1c(-c2ccc(Cl)cc2)oc2ccccc2c1=O	0	-2.4	-1	-3	-3	-2	0	1	14
Cc1cc(=O)oc2cc(OCC(=O)N3CCOCC3)ccc12	3	-0.9	-2	0	14	-9	-5	-4	-4
CC12C=CC(=O)C=C1CCC1C3CCC(O)(C(=O)CO)C3(C)CC3OC312 (configuration not stated)	-9	-0.8	-8	1	8	-11	-2	-10	-2
CCn1c(C(Cc2ccccc2)NC(=O)COC)nc2ccccc21 (configuration not stated)	-1	0.7	-2	-2	5	22	-4	-26	13
CCOC(=O)c1nc2sc3c(c2c(=O)[nH]1)CCC(C)C3 (configuration not stated)	-14	0.0	-1	2	10	10	7	5	35
Cc1ccc(-c2nc3ccccc3[nH]2)cc1NC(=O)/C=C/c1ccco1	1	3.7	-2	3	11	6	4	-3	5
O=C(Nc1nc2c(F)cccc2s1)c1ccc([N+](=O)[O-])o1	-21	14	1	5	-7	9	1	46	-7
O=C(NC(=O)c1ccccc1)Nc1cccc(S(=O)(=O)N2CCCCC2)c1	4	5.9	-8	-2	0	13	2	-13	-13
COc1ccc(COC(=O)N/N=C(\C)CC(=O)Nc2ccc(Cl)cc2)cc1	12	5.7	9	-2	1	-23	3	-16	36
O=C(COc1ccccc1)NNC(=O)COc1ccc([N+](=O)[O-])cc1	2	-2.0	-14	1	3	10	-1	16	5
COc1ccc(CCNC(=O)/C(C#N)=C/c2cccc(OCc3ccccc3)c2)cc1OC	11	1.9	-7	1	20	-26	-3	2	34
CC12CC3(C)CC(C)(C1)CC(C(=O)NC(=S)NC(C)(C)C)(C2)C3	25	-0.4	8	-1	23	27	-5	1	-5
C[C@@H](C(=O)NCc1ccccc1)N1C(=O)C2CC=CCC2C1=O (some centres not stated)	-5	-2.5	-13	-3	-1	-9	-6	15	-1
FC(F)(F)c1cc(-c2ccco2)nc(N2CCOCC2)n1	-6	-2.5	-3	-4	-9	-6	0	15	17
COc1ccc(NC(=O)CN2CCN(C(=O)c3ccco3)CC2)c(OC)c1	-3	-1.3	3	0	4	-1	1	11	1
O=C(Cn1cnc2c(nnn2Cc2ccccc2F)c1=O)NCc1ccco1	-2	-2.1	-3	-3	0	-10	4	11	24
CC/C(=N\NC(=O)Cc1ccc(Br)cc1)c1cccs1	-6	0.0	4	-2	-2	3	-4	-15	0
O=C(c1cc2ccccc2o1)N1CCN(Cc2ccc3c(c2)OCO3)CC1	-9	-1.8	-2	0	23	10	-1	9	27
C#CCOCCOCCOCCNc1nc(N2CCN(C(=O)Cn3cc(CCCCN)nn3)CC2)nc(N2CCN(C(=O)[C@H]([C@@H](C)CC)n3cc(CCCCN)nn3)CC2)n1	4	0.7	2	3	10	2	0	-8	9
NC(=O)C1CCN(C(=O)/C(=C/c2ccccc2)NC(=O)c2ccccc2)CC1	0	0.6	-5	-3	-16	11	-3	-1	-3
CCN1C(=O)CC(C(=O)NC)SC1=Nc1cc(Cl)c(O)c(Cl)c1 (configuration not stated)	10	0.1	-2	1	17	6	-5	12	9
CC(C)c1cc(C(=O)NNC(=S)NC2CCCCC2)cs1	3	4.5	19	0	12	-3	-5	1	3
O=C(CSc1ccc(-c2ccco2)nn1)Nc1ccc(F)cc1F	3	0.0	-10	-3	14	-21	7	14	25

Reprinted from the part before: three entries, then new ones.
SMILES	TIM10 inh	CHOP UPR activ	CXCR6 block	XBP1 UPR activ	tim10-1 inh	APJ antagonist	APJ agonist	Mdm2 MdmX PPI	tim23-1 inh
CCN1C(=O)CC(C(=O)NC)SC1=Nc1cc(Cl)c(O)c(Cl)c1 (configuration not stated)	10	0.1	-2	1	17	6	-5	12	9
CC(C)c1cc(C(=O)NNC(=S)NC2CCCCC2)cs1	3	4.5	19	0	12	-3	-5	1	3
O=C(CSc1ccc(-c2ccco2)nn1)Nc1ccc(F)cc1F	3	0.0	-10	-3	14	-21	7	14	25
COc1cccc(C(=O)NC2CCN(CC(=O)Nc3nccs3)CC2)c1	0	1.0	-6	-2	7	-11	6	2	21
Nc1c2c(nc3ccccc13)CCCC2=O	6	0.6	-5	1	2	13	-3	16	9
CC1CCN(C(=S)c2ccc3c(c2)OCO3)CC1	-5	-0.5	4	1	25	2	-3	-16	24
CN(C)CCNC(=O)C(C(=O)c1ccccc1)n1ccccc1=O (configuration not stated)	-8	-1.0	2	-1	1	28	-3	4	8
CCOCCCNC(=O)c1cc2cc3cc(OC)ccc3nc2o1	-7	4.1	0	-1	9	-1	-1	14	4
O=C(Nc1nc(-c2ccccc2)c(-c2ccccc2)s1)c1ccc(S(=O)(=O)N2CCCCC2)cc1	24	3.3	8	0	8	17	-3	49	15
CNC(=O)/C(=C\C=C\c1ccccc1)NC(=O)c1ccc([N+](=O)[O-])cc1	-7	-1.8	-10	-2	-7	-42	3	-13	11
CC(C)C(C)NC(=O)Cn1cnc2c(oc3ccccc32)c1=O (configuration not stated)	12	1.8	1	1	-37	-5	0	18	-3
COc1cc(NC(=O)CCN2CCN(C)CC2)cc(OC)c1	-13	2.2	8	-3	-28	17	-2	13	-4
COc1ccccc1N(CC(=O)NC1CCCC1)S(=O)(=O)c1ccc(C)cc1	-7	1.1	8	1	19	-18	-6	5	22
Oc1sc(C=Nc2ccccc2)c2ccccc12	37	3.0	-6	8	26	-32	4	-134	25
CC(C)(C)C1CCC(=O)N(CCOc2ccccc2)CC1 (configuration not stated)	12	9.8	-1	6	26	6	2	-10	14
CCCCCCCCN1[C@@H](CC(=O)OC)c2cc(C(F)(F)F)ccc2S1(=O)=O	-27	-1.3	4	-1	-9	23	-7	12	2
CC(Sc1nnc2ccccn12)C(=O)Nc1ccc(N2CCOCC2)cc1 (configuration not stated)	-2	0.4	6	-3	-11	-3	-4	19	-3
Cc1ccsc1CNCc1cc(Cl)ccc1O	15	0.4	-2	0	4	6	2	9	25
CCOc1ccc(N(CC(=O)Nc2nccs2)S(=O)(=O)c2c(C)noc2C)cc1	6	0.3	-9	-2	18	-7	-3	16	5
CCC(=O)c1ccc(N2CCN(C(=O)c3ccc(F)cc3)CC2)c(F)c1	-1	-0.6	0	-1	2	25	-1	12	4
O=C(Nc1ccccc1Br)c1ccc(N2CCCC2=O)cc1	1	7.6	-9	3	2	16	3	-49	7
O=C(N/N=C/c1ccc(F)c(F)c1)c1cc2c(s1)-c1ccccc1CC2	7	-0.8	-8	-3	0	7	1	48	17
O=C(NCc1cccnc1)C1CCN(C(=O)c2ccc(Cl)cc2Cl)CC1	-9	1.4	-4	-1	12	-9	14	17	19
